BAZ2B inh – qHTS Assay for Inhibitors of BAZ2B. AlphaScreen BAZ2B-H3K14Ac peptide displacement. Potency, µM (doses to about 114 µM), for the others: at the highest dose activity change, negative = inhibition, most hits filed as inhibitors. 4.4% of 360,000 active. AID 504333, 2011; note: potency is the fitted concentration of half-maximal effect; % is set by controls: 0 for no effect and ±100 for the full control effect; nearly all actives have a fitted effect of over 60% in size
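Inhibition is scored as reduced AlphaScreen emission. The BAZ2B/b-H3(5-23)K14Ac complex (50 nM each) in PBS pH 7.4, 0.01% Tween-20 meets compound (up to 110 uM) for 30 min at RT before bead addition.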
PI4K2A inh – qHTS for small molecular inhibitors of PI4K2A; purified PI4K2A, ADP-Glo luminescence, 1 h; active compounds read low; activity change, negative = inhibition, % at 76.9 µM; 0.13% of 420,000 active; in the data active = activity change below about -50%; inconclusive = mostly about -30% to -49%;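 note: -100% = wells without enzyme as full effect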
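Compounds are screened against recombinant PI4K2A using PI as substrate and ATP, the latter dispensed at 300 microM. Reactions run one hour at ambient temperature before ADP-Glo detection; full inhibition defined by wells lacking enzyme.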
Tb PGK inh – qHTS Assay to Find Inhibitors of Phosphoglycerate Kinase; 0.043% of 380,000 active; PGK/GAPDH coupled, Kinase-Glo luminescence, 60 min; Potency, µM (titrated, usually from 57.5 µM), for the others: top-dose activity change, negative = inhibition, hits mostly inhibitors; note: potency is the fitted concentration of half-maximal effect; % is set by controls: 0 for no effect and ±100 for the full control effect; nearly all actives have a fitted effect of over 60% in size
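Recombinant glycosomal PGK reaction used 1,3-bisphosphoglycerate generated in-well by GAPDH (100nM final) in 100mM TEA pH 7.6, 5mM MgCl2, 0.01% Tween-20. After 60 minutes at room temperature, ATP was read by Kinase-Glo Plus luminescence end-point.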
Pin1 inhibitor – qHTS Assay to Find Inhibitors of Pin1. Potency, µM (series often up to 115 µM), inactives show at the top dose activity, negative = inhibition, usual class: inhibitors. 0.009% of 390,000 active. Peptidyl-prolyl cis-trans isomerase NIMA-interacting 1 (Homo sapiens), Q13526. Pin1 FP peptide displacement, HiFluor488, 10 min; active = well fitted inhibition curve with a large enough effect in the polarisation, with a control signal flat, not every such curve was filed as active; inconclusive = small, poorly fitted or top-dose-only effect, or effect the other way, or a change in a side signal; inactive = no such curve, though single readings can be large or run the other way; the % refers to the polarisation; note: potency is the fitted concentration of half-maximal effect; % is set by controls: 0 for no effect and ±100 for the full control effect
JMJD2A Tudor – qHTS Assay for Inhibitors of JMJD2A-Tudor Domain; Lysine-specific demethylase 4A (Homo sapiens), O75164; AlphaScreen JMJD2A-Tudor / H3K4me3 peptide binding; 4.4% of 390,000 active; Potency, µM (titrated, usually from 114 µM), for the others: top-dose activity change, negative = inhibition, usual class: inhibitors; note: potency is the fitted concentration of half-maximal effect; % is set by controls: 0 for no effect and ±100 for the full control effect; nearly all actives have a fitted effect of over 50% in size
Target sequence (O75164 whole entry, looked up, the tested form may be a part): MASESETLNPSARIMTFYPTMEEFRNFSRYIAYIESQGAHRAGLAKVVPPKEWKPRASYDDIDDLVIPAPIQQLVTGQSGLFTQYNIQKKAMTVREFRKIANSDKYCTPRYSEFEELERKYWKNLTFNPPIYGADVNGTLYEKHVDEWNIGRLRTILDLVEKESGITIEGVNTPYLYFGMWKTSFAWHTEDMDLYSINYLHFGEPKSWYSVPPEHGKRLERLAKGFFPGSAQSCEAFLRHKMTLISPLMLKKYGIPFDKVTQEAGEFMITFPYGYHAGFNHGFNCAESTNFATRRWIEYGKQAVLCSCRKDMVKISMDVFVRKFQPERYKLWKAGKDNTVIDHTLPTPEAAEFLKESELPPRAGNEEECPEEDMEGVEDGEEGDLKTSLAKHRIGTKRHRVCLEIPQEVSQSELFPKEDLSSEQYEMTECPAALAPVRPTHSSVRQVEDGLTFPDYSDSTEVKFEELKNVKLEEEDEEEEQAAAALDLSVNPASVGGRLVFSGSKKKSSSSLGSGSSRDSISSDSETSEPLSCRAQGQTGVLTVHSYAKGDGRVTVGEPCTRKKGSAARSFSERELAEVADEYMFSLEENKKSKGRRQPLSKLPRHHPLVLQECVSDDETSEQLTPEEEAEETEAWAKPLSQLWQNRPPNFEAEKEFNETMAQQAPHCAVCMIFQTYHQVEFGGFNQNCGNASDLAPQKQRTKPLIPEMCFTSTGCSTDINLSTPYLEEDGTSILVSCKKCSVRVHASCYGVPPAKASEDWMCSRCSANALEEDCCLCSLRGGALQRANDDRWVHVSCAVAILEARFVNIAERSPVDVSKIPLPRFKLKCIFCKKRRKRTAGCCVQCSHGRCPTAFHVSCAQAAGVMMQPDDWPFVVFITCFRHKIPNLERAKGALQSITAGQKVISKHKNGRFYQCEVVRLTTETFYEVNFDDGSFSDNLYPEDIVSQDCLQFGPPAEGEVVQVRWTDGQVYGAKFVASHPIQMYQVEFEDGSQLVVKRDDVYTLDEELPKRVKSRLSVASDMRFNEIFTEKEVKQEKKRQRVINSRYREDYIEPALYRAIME
HP1b chromo inh – HTS for Inhibitors of HP1-beta Chromodomain Interactions with Methylated Histone Tails; Chromobox protein homolog 1 (Homo sapiens), P83916; AlphaScreen HP1-beta / biotin-H3K9me3 peptide binding; Potency, µM (series often up to 114 µM), without a hit: top-dose activity change, negative = inhibition, actives largely listed as inhibitors; 0.56% of 390,000 active; AID 540317, 2011; note: potency is the fitted concentration of half-maximal effect; nearly all actives have a fitted effect of over 70% in size; inactives centre near 23
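HP1-beta protein (50 nM final) preincubated 30 min at room temperature with biotinylated H3(1-18)K9me3 peptide (50 nM) in PBS pH 7.4, 0.01% Tween-20, then compound added for 30 min. AlphaScreen streptavidin donor/nickel chelate acceptor beads (10 ug/mL final), 30 min dark, luminescence read.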
G9a inh – qHTS Assay for Inhibitors of Histone Lysine Methyltransferase G9a. Potency, µM (series often up to 102 µM), for inactives: at the top dose activity, negative = inhibition, actives largely listed as inhibitors. G9a H3K9 monomethylation, AlphaScreen, 2 h. Histone-lysine N-methyltransferase EHMT2 (Homo sapiens), Q96KQ7. 8.8% of 350,000 active; note: potency is the fitted concentration of half-maximal effect; % is set by controls: 0 for no effect and ±100 for the full control effect; nearly all actives have a fitted effect of over 75% in size
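Using a bead-based AlphaScreen, monomethylated H3K9 product from 2 h room-temperature reactions (G9a 20 nM, peptide 500 nM, SAM 20 uM) was detected with 0.5 ug/mL rabbit anti-H3K9me1 antibody.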
GLS inhibitor – qHTS for Inhibitors of Glutaminase (GLS). GLS enzymatic activity, qHTS titration. Potency, µM (doses to about 45.5 µM), without a hit: at the highest dose activity change, negative = inhibition, usual class: inhibitors. Glutaminase kidney isoform, mitochondrial (Homo sapiens), O94925. 0.21% of 410,000 active; note: potency is the fitted concentration of half-maximal effect; % is set by controls: 0 for no effect and ±100 for the full control effect
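Human kidney-isoform GLS in 45 mM KH2PO4 pH 8.2, 0.02% Tween-20, with compound, started with 1mM L-Glutamine (added stock). Glutamate oxidase/HRP/Amplex red coupled fluorescence read at start and after 30 min at RT.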
POLH inh – qHTS for Inhibitors of Polymerase Eta. Potency, µM (series often up to 114 µM), without a hit: at the top dose activity change, negative = inhibition, usual class: inhibitors. 1.2% of 390,000 active. AID 588591, 2011. DNA polymerase eta (Homo sapiens), Q9Y253. recombinant Pol eta, fluorescent DNA replication assay; note: potency is the fitted concentration of half-maximal effect; % is set by controls: 0 for no effect and ±100 for the full control effect
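Fluorescent replication assay: 50 nM final substrate added after a 15 min room-temperature compound preincubation with 10 nM enzyme. Signal taken at 0 min and again at 10 min.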
* hit, by the source's call; & = joins results of further samples; [ ] = another dose, or the depositor's remark. Unless noted, calls come from the whole dose curve; as a rule, active = well fitted curve in the direction sought with a large enough effect; inconclusive = small, poorly fitted or top-dose-only effect, or another doubt; inactive = no such curve, though single readings can be large; an effect the other way counts as inactive or inconclusive. The list is partial, so the mix of outcomes need not match the whole.

`CCCN(CC(=O)Nc1ccc(F)c(F)c1F)C(=O)c1cc(S(=O)(=O)N(C)C)ccc1N1CCCC1` gave PI4K2A inh -2, Tb PGK inh -5%, Pin1 inhibitor 1%, JMJD2A Tudor -27%, HP1b chromo inh 1%, GLS inhibitor 1% and POLH inh -9%.
For COc1ccc(S(=O)(=O)N2c3cc(Cl)ccc3Oc3nc4ccccc4nc32)cc1 the results were BAZ2B inh 4%, PI4K2A inh -10, Tb PGK inh -1%, Pin1 inhibitor -2%, JMJD2A Tudor -13%, HP1b chromo inh 2%, G9a inh -6%[59 µM], GLS inhibitor 4% and POLH inh -14%.
`O=C(OCc1cn([C@@H]2C[C@H](c3ccccc3)N(C(=O)C3CCCCC3)C[C@H]2O)nn1)c1ccccc1` gave PI4K2A inh 0, Tb PGK inh -10%, GLS inhibitor -4% and POLH inh -8%.
`Cc1cc(N2CCOCC2)nc2ccc(NC(=O)CCC(=O)N3CCN(c4ccccc4)CC3)cc12` gave BAZ2B inh -4%, PI4K2A inh 5, Tb PGK inh -1%, Pin1 inhibitor 0%, JMJD2A Tudor -8%, HP1b chromo inh 17%, G9a inh -34%, GLS inhibitor -11% and POLH inh -13%.
O=C(COC(=O)CCc1ccc(S(=O)(=O)N2CCOCC2)cc1)Nc1ccccc1OC(F)F was read as PI4K2A inh 0, Tb PGK inh 4%, Pin1 inhibitor 0%, JMJD2A Tudor -14%, HP1b chromo inh 13%[57 µM], GLS inhibitor 3% and POLH inh -10%.
For CC1CC(C)CN(c2ccc(C(=O)NCc3ccc4c(c3)OCO4)cc2[N+](=O)[O-])C1 (stereo not given) the results were BAZ2B inh inconclusive, PI4K2A inh 1, Tb PGK inh -4%, Pin1 inhibitor -3%, JMJD2A Tudor inconclusive, HP1b chromo inh inconclusive, G9a inh inconclusive, GLS inhibitor 4% and POLH inh -22%.
For COc1nc(N)nc(N)c1NS(=O)(=O)c1ccc(C)cc1 the results were BAZ2B inh -15%, PI4K2A inh -5, Tb PGK inh inactive, Pin1 inhibitor -7%, JMJD2A Tudor -9%, HP1b chromo inh 38%, G9a inh 23%, GLS inhibitor 27% and POLH inh -18%.
Screening COc1ccc(S(=O)(=O)N(C)C[C@H]2Oc3ccc(NC(=O)Nc4ccccc4)cc3C(=O)N([C@H](C)CO)C[C@@H]2C)cc1 returned PI4K2A inh 2, Tb PGK inh -9%, Pin1 inhibitor 11%, JMJD2A Tudor -18%, HP1b chromo inh 25%, GLS inhibitor 2% and POLH inh -26%.
For COc1cc(/C=C2/SC(=O)NC2=O)ccc1OCc1ccccc1 the results were BAZ2B inh inconclusive, PI4K2A inh 0, Tb PGK inh 1%, Pin1 inhibitor 7%, JMJD2A Tudor inconclusive, HP1b chromo inh -3%, GLS inhibitor 3% and POLH inh 13%.
COc1ccc(N2C(=O)C3C4C=CC(c5ccccc5)(C3C2=O)C2C(=O)N(c3ccc(OC)cc3)C(=O)C42)cc1 (stereo not given) was read as BAZ2B inh -18%, PI4K2A inh -2, Tb PGK inh 1%, Pin1 inhibitor -3%, JMJD2A Tudor -18%, HP1b chromo inh 38%[activator], G9a inh inconclusive, GLS inhibitor 6% and POLH inh -3%.
For CCC(C)Nc1nc(CN2CCOCC2)nc2sc3c(c12)CCC3 (stereo not given) the results were BAZ2B inh -5%, PI4K2A inh -2, Tb PGK inh -2%, Pin1 inhibitor 7%, JMJD2A Tudor -34%, HP1b chromo inh 33%, G9a inh -8%[59 µM], GLS inhibitor -4% and POLH inh 7%.
For COc1cc(C=C(C#N)c2ccc([N+](=O)[O-])cc2)ccc1O the results were PI4K2A inh -2, Tb PGK inh -7%, GLS inhibitor -3% and POLH inh -22%.
Screening COc1ccc(-c2c(C(F)(F)F)nn(C)c2NC(C)=O)cc1 returned BAZ2B inh -4%, PI4K2A inh 4, Tb PGK inh inactive, Pin1 inhibitor -6%, JMJD2A Tudor -12%, HP1b chromo inh 26%, GLS inhibitor 10% and POLH inh -13%.
Screening CCOc1ccc(-c2nnc(N(CC)C(=O)C3CCC3)s2)cc1 returned BAZ2B inh 21%, PI4K2A inh -3, Tb PGK inh 5%, Pin1 inhibitor -3%, JMJD2A Tudor 31%, HP1b chromo inh 11%, G9a inh inconclusive, GLS inhibitor 1% and POLH inh 0%.
For CC(=O)c1cccc(NCC(=O)Nc2cccc(S(=O)(=O)N3CCCCC3)c2)c1 the results were BAZ2B inh 2%, PI4K2A inh -3, Tb PGK inh -3%, Pin1 inhibitor 5%, JMJD2A Tudor -8%, HP1b chromo inh 23%, G9a inh -1%[59 µM], GLS inhibitor 6% and POLH inh -25%.
`O=[N+]([O-])c1cc(C(F)(F)F)ccc1NCCOc1ccccc1` gave BAZ2B inh inconclusive, PI4K2A inh 3, Tb PGK inh 0%, Pin1 inhibitor 3%, JMJD2A Tudor inconclusive, HP1b chromo inh -22%, G9a inh 13%[59 µM], GLS inhibitor -1% and POLH inh -17%.
`O=C(NCc1ccncc1)c1ccc2nc(Cc3ccccc3F)oc2c1` gave BAZ2B inh -20%, PI4K2A inh -8, Tb PGK inh -1%, Pin1 inhibitor -3%, JMJD2A Tudor -1%, HP1b chromo inh 24%, G9a inh 27%, GLS inhibitor -10% and POLH inh -7%.
CC1=CCC2C(=O)N(c3ccc(OC(=O)c4ccco4)cc3)C(=O)C2C1 (stereo not given) was read as BAZ2B inh -10%, PI4K2A inh 3, Tb PGK inh -1%, Pin1 inhibitor -2%, JMJD2A Tudor -19%, HP1b chromo inh 36%, G9a inh 10%, GLS inhibitor 2% and POLH inh -4%.
CCN=C1SC(CC(=O)Nc2sc(C)c(C)c2C(=O)OC)C(=O)N1CC (stereo not given) was read as BAZ2B inh -2%, PI4K2A inh 9, Tb PGK inh 4%, Pin1 inhibitor -2%, JMJD2A Tudor -2%, HP1b chromo inh 29%, G9a inh inconclusive, GLS inhibitor 19% and POLH inh 7%.
COc1ccc(C2c3c(noc3C)CC(C)(O)C2C(C)=O)cc1 (stereo not given) was read as BAZ2B inh -22%, PI4K2A inh -2, Tb PGK inh 1%, Pin1 inhibitor 3%, JMJD2A Tudor -17%, HP1b chromo inh -7%, G9a inh 12%, GLS inhibitor 18% and POLH inh -9%.
For Cc1ccc(CNC(=O)CN(C)S(=O)(=O)c2ccc(Br)s2)cc1 the results were BAZ2B inh 3%, PI4K2A inh 2, Tb PGK inh inactive, Pin1 inhibitor 19%, JMJD2A Tudor -4%, HP1b chromo inh 38%, G9a inh 9%[59 µM], GLS inhibitor -4% and POLH inh -8%.
For COc1cc(C(=O)NCC(c2cccnc2)N2CCN(c3ccc(F)cc3)CC2)cc(OC)c1OC (stereo not given) the results were BAZ2B inh -13%, PI4K2A inh -2&-3, Tb PGK inh -4%&-9%, Pin1 inhibitor 2%&5%, JMJD2A Tudor -22%&-28%, HP1b chromo inh 17%&13%, G9a inh 5%, GLS inhibitor -12%&17% and POLH inh -16%&-24%.
Screening O=C(NC1CCCCC1)c1cc(-c2ccccn2)nc2ccccc12 returned BAZ2B inh -14%, PI4K2A inh 2, Tb PGK inh 9%, Pin1 inhibitor -10%, JMJD2A Tudor -17%, HP1b chromo inh 15%, G9a inh 50µM*, GLS inhibitor 1% and POLH inh -5%.
For Cc1ccc(S(=O)(=O)N(C)/N=C/C=C/c2ccccc2)cc1 the results were BAZ2B inh -4%, PI4K2A inh -5, Tb PGK inh 0%, Pin1 inhibitor 3%, JMJD2A Tudor -26%, HP1b chromo inh 20%, G9a inh 35µM*, GLS inhibitor 1% and POLH inh -17%.
Screening Cc1nn(C)c(C)c1S(=O)(=O)N1CCC(C(=O)NC2CCCCCC2)CC1 returned BAZ2B inh -3%, PI4K2A inh 2, Tb PGK inh 7%, Pin1 inhibitor 2%, JMJD2A Tudor -10%, HP1b chromo inh 34%, G9a inh 26%[59 µM], GLS inhibitor 4% and POLH inh -9%.
`COc1cc(/C=N/Nc2cc(C)nc(NS(=O)(=O)c3ccc(C)cc3)n2)ccc1O` gave BAZ2B inh -27%, PI4K2A inh -3, Tb PGK inh -1%, Pin1 inhibitor 0%, JMJD2A Tudor -22%, HP1b chromo inh 29%, G9a inh -17%[59 µM], GLS inhibitor 2% and POLH inh -21%.
For CCOc1ccc(/C(O)=C2/C(=O)C(=O)N(CCN(C)C)C2c2ccccc2)cc1Cl (stereo not given) the results were BAZ2B inh -7%, PI4K2A inh -3, Tb PGK inh -1%, Pin1 inhibitor 0%, JMJD2A Tudor -23%, HP1b chromo inh 44%[activator], G9a inh -1%[59 µM], GLS inhibitor 2% and POLH inh -15%.
For O=C(NC(Cc1c[nH]c2ccccc12)c1nnc2n1CCCCC2)c1ccc(Cl)cc1 (stereo not given) the results were BAZ2B inh -37%, PI4K2A inh 3, Tb PGK inh 5%, Pin1 inhibitor -3%, JMJD2A Tudor -22%, HP1b chromo inh 11%, G9a inh -6%, GLS inhibitor -3% and POLH inh -17%.

Bioassay records (PubChem)
